NF-kB expr up: raises NF-kB expression in human neuronal cells; fold change at 12.5 µM; 1.6% of 190,000 active; NF-kB reporter expression; active compounds read high; in the data active = fold change above about 3.3
Redox H2O2 prof: compounds producing H2O2 with reducing agent – biochemical, NIH compound library profiling, artefact control for MLSCN library redox annotation, primary screen. activation, % at 10 µM. 0.03% of 200,000 active. DTT-dependent redox cycling H2O2, phenol red/HRP absorbance; 100% = 100 µM peroxide control, 0% = buffer;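 active = activation of at least 50% relative to the plate's high and low controls in the primary single-dose screen; inactive = activation below 50%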;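 note: compound incubated with DTT at 0.8 mM final as the reducing agent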
STAT3 inh: reduces IL-6 driven STAT3 reporter signal; U3A cells, IL-6 STAT3-luciferase reporter, luminescence; host cell line lacks STAT1; inhibition, % at 5.5 µM; 0.89% of 190,000 active; AID 862;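 active = inhibition above the mean inhibition across all screened compounds plus 3 SD, cut at about 44% in these data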;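 note: 0% = DMSO only wells and 100% = 100 µM nifuroxazide control wells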
TLR4-MyD88 BLA: blocks binding of human TLR4 to MyD88; AID 861; 0.18% of 200,000 active; HeLa CL3-4 TLR4/MyD88 BLA complementation, FRET ratio; inhibition, % at 8.4 µM; O00206+Q99836; in the data active = inhibition above about 25%;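 note: 0% = vehicle and 100% = reference inhibitor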
Target sequence (O00206 whole entry, looked up): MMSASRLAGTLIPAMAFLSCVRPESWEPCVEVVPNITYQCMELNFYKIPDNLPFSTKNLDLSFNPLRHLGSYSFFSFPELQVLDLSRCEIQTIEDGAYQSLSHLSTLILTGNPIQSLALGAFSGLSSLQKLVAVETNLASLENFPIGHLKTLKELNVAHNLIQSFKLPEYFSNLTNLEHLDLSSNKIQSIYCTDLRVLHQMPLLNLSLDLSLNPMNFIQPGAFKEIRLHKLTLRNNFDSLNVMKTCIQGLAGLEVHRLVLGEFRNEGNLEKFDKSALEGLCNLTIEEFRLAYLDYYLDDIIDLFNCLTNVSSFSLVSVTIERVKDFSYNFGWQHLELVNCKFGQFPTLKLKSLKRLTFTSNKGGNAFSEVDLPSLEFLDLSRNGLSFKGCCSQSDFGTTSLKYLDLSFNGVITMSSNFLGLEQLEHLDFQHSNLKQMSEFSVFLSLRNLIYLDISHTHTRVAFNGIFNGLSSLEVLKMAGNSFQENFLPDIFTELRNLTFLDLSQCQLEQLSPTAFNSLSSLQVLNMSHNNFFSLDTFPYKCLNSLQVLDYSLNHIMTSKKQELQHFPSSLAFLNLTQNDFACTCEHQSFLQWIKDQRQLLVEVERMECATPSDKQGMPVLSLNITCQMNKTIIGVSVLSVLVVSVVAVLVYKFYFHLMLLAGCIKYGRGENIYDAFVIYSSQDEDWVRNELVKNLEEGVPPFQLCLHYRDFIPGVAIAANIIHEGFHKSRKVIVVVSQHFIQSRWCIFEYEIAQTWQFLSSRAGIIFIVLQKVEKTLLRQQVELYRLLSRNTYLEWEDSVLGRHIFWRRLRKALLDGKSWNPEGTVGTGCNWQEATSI
Target sequence (Q99836 whole entry, looked up): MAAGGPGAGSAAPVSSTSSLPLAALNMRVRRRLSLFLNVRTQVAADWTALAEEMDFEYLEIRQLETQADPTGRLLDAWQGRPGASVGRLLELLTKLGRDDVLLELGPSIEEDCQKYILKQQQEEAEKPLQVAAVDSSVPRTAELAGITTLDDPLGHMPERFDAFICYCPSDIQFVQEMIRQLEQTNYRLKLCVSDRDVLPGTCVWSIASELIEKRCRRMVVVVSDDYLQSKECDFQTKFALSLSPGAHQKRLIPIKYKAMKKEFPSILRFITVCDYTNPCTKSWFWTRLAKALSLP
APP 5'UTR act: APP 5'UTR luciferase reporter activation; SH-SY5Y APP 5'UTR luciferase reporter, luminescence; zero percent = DMSO vehicle wells; activation, % at 2 µM; 1% of 190,000 active; AID 1276;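 active = activation above a set limit, based on mean plus 3 SD of controls, cut at about 140% in these data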; note: values of inactives mirror those of a sister screen read the other way
Hsp70 activator: Hsp70 transcriptional activation, primary screen; HeLa Hsp70 promoter luciferase reporter, luminescence; scaled: vehicle 0, proteasome-inhibitor control 100%; activation, % at 10 µM; 0.04% of 200,000 active; AID 1203;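 active = activation above the mean across all tested compounds plus 3 SD, cutoff set per campaign, cut at about 5.5% in these data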;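 note: 100% = MG132 at 30 µM as the positive control and 0% = DMSO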
STAT3 activator: activators of IL-6 induced STAT3 signaling; U3A cells, IL-6 STAT3-luciferase reporter, luminescence; 100% = signal with IL-6 EC80 alone; activation (% of control), % at 5.6 µM; 0.91% of 190,000 active; AID 871;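 active = activation above the screen-wide mean of compound activation plus 3 SD, cut at about 130% in these data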;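 note: 0% = background luminescence of wells with medium and substrate only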
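Test system: STAT3-luciferase reporter U3A cells; Detection: reporter luminescence signal; Times: 1 h compound pre-exposure, 6 h IL-6 stimulation, 37 °C; Benchmarks: IL-6-only high control; Also added: IL-6 stimulus at 33 ng/mL final.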
STAT1 act: activators of IFN-gamma induced STAT1 signaling | NIH 3T3 STAT1-luciferase reporter, luminescence; 100% = IFN-gamma alone, no compound | activation (% of control), % at 5.5 µM | 2.6% of 200,000 active | AID 932;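 active = activation above the screen-wide mean activation plus 3 SD, cut at about 130% in these data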;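 note: raw ratio to IFN-gamma control signal so 100% means no change and 0% no light; values of inactives mirror those of a sister screen read the other way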
STAT1 blocker: reduces IFN-gamma driven STAT1 reporter signal | NIH 3T3 STAT1-luciferase reporter, luminescence | 0.35% of 200,000 active | inhibition, % at 5.5 µM;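 active = inhibition above a set limit, the mean inhibition across all tested compounds plus 3 SD, cut at about 34% in these data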;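 note: 0% = IFN-gamma with DMSO and 100% = IFN-gamma with 300 µM nifuroxazide; values of inactives mirror those of a sister screen read the other way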
Efa HMGR inh: inhibitors of class II HMG-CoA reductase from Enterococcus faecalis | inhibition, % at 10 µM | purified E. faecalis HMGR, NADPH absorbance 340 nm kinetic | 0.41% of 190,000 active | AID 1066;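 active = inhibition above a set limit, the median over all tested compounds plus 3 SD, cut at about 9.5% in these data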;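 note: enzyme runs in reverse so mevalonate oxidation gives rising NADPH absorbance; 0% = complete reaction with DMSO and 100% = background rate lacking mevalonate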
* marks the source's active call; other numbers are inactive results; . = no result given. Random draw from the library; any-hit rate near 5.6%.

Value order – NF-kB expr up, Redox H2O2 prof, STAT3 inh, TLR4-MyD88 BLA, APP 5'UTR act, Hsp70 activator, STAT3 activator, STAT1 act, STAT1 blocker, Efa HMGR inh
CC1CN(C(=O)CN2C(=O)c3ccccc3C2=O)CC(C)O1 (stereo not drawn)
  0.98, 0.0, 5, -5, 9, 0.0, 98, 100, 0, -2
O=C(NCc1ccccc1)C1=C[C@@H](C2CCCCC2)C[C@@H](OCc2ccc(CO)cc2)O1
  0.77, 0.2, ., -8, 15, -0.2, ., 93, 9, -3
CCc1nnc(NC(=O)c2cnccn2)s1
  1.2, 0.3, -4, 4, 4, 0.6, 106, 106, -7, -4
O=c1[nH]c2ccc(NC(=S)Nc3ccc(Cl)cc3)cc2[nH]1
  1.1, 0.2, 7, 7, -4, 0.2, 100, 100, 0, -1
Cn1nc([N+](=O)[O-])nc1Sc1ccc(C(C)(C)C)cc1
  1, -3.8, 14, -2, 4, 0.0, 94, 95, 5, -1
Cc1ccccc1-c1nc(CN2CCCC(C(=O)NCc3cccnc3)C2)c(C)o1 (stereo not drawn)
  1, -9.2, -2, 3, 3, -0.2, 104, 99, 1, -10
CSc1ccccc1C(=O)OCC(=O)NC1CCS(=O)(=O)C1 (stereo not drawn)
  1.2, -0.7, 8, -4, -4, -0.2, 99, 93, 7, -3
C/C(=N\n1nnnc1Nc1ccccc1)c1ccc(N)cc1
  1.4, -0.6, 8, 10, 15, 0.2, 95, 90, 10, -6
Cc1ccc(NC(=O)c2ccc(F)c(S(=O)(=O)N3CCOCC3)c2)cc1F
  0.95, 1.8, 5, 1, 15, -0.2, 98, 90, 11, -2
CC(C)CCN1CCN(Cc2ccon2)CC1CCO (stereo not drawn)
  1.1, 7.5, -2, -18, 5, 0.2, 106, 103, -5, -5
O=C(NCC1(c2ccccc2)CCCC1)c1ccco1
  1.2, -0.5, 0, 5, 28, -0.5, 102, 102, -4, 4
O=C(c1ccc(COc2ccccc2Cl)o1)N1N=C(C(F)F)CC1(O)C(F)F (stereo not drawn)
  1.1, 0.3, 1, 1, -7, -0.3, 103, 95, 6, -3
CC(=O)Nc1ccc(NC(=O)/C=C/c2ccc3c(c2)OCO3)cc1
  1.3, -0.1, 1, 5, 32, -0.1, 104, 108, -11, -2
CC(C(=O)N1CCOCC1)N1C(=O)C2C3CC(C(Br)C3Br)C2C1=O (stereo not drawn)
  1.1, -0.3, 1, -19, 6, -0.2, 101, 104, -4, -8
O=C(Nc1cccc(C(=O)N2CCN(c3ccc(F)cc3)CC2)c1)c1ccccc1
  0.86, -0.8, 14, -4, -13, -0.3, 97, 88, 12, -7
CCCCN(C(=O)NC(=O)Nc1nc2ccc(OC)cc2s1)S(C)(=O)=O
  1.7, 0.8, -20, 8, 24, -0.3, 120, 123, -25, -1
CSc1c(-c2ccccc2)nc2ccccc2c1C(=O)O
  1.5, 1.9, -2, 6, -10, 0.0, 104, 106, -7, 0
O=C(Oc1ccccc1C(=O)N1CCOCC1)c1ccccc1
  1.2, -1.8, 1, 2, 12, -0.4, 103, 107, -7, -9
CCn1c(C(=O)N2CCCC(C(=O)NCCc3ccc(C)cc3)C2)cc2sccc21 (stereo not drawn)
  1, 1.4, -1, -2, 5, 0.6, 106, 96, 4, 0
O=C(Nc1ccc(N2CCOCC2)c(Cl)c1)c1ccccc1F
  5.1*, 0.2, 6, -1, 127, 0.1, 98, 138*, -41, -2
Cc1ccc(N2C(=O)[C@@H]3C(C(=O)CCN4C(=O)c5ccccc5C4=O)=NN[C@@H]3C2=O)cc1
  1.1, 0.0, 7, 2, -14, -0.3, 96, 96, 5, 1
CN(C)c1nc(SCCOC(=O)c2ccccc2)nc(N(C)C)n1
  1, 2.9, 12, -10, -4, -0.7, 92, 99, 1, -2
O=C(Nc1ccc(Cl)cc1)N1CCC(c2nc(-c3cccs3)no2)CC1
  1.3, -0.3, 4, 1, 1, -0.3, 99, 100, 0, 1
COc1cc2c(cc1OC)C(C)N(C(=S)Nc1ccccc1)CC2 (stereo not drawn)
  1.1, 0.2, 12, -1, 16, -0.5, 87, 91, 10, -9
O=C1c2ccccc2C(=O)N1Cc1nc(-c2ccccn2)no1
  0.47, 0.9, -6, -6, -1, -0.1, 108, 106, -8, -5
Cc1ccc(NC(=O)C2(c3ccccc3)CCOCC2)c([N+](=O)[O-])c1
  1.1, -0.2, 18, -18, -3, 0.2, 87, 90, 12, -4
Cc1ccc(C(=O)NCCSc2ccccc2)cc1S(=O)(=O)Nc1ccccc1
  0.64, 1.1, 20, 5, 18, -0.1, 92, 103, -3, 1
CCOC(=O)/C=C1\SCC(=O)N1CC(=O)Nc1ccc(C(C)C)cc1
  0.95, 0.0, 10, 15, 9, -0.6, 92, 106, 5, 0
N/C(=N\OC(=O)c1cc(Br)ccc1Cl)c1ccccn1
  6*, -0.8, -16, 5, 180*, -0.2, 118, 124, -28, 3
COC(=O)NNC1=CC(=O)CC(C)(C)C1
  1.2, 0.5, 7, -6, 23, -0.3, 97, 105, -6, -4
Nc1ccc(C(=O)OCc2nc3ccccc3s2)cc1
  1.1, -2.7, 4, 3, 27, -0.1, 98, 120, -25, 0
COc1cc(-c2nc(-c3ccc(NC(=O)c4ccc(Br)o4)cc3)no2)cc(OC)c1OC
  0.73, 0.4, 1, 0, 1, 0.1, 103, 113, -14, 3
COC(=O)CNC(=O)/C=C/c1cc(Br)ccc1OC
  1.2, -0.3, 19, 11, -13, 0.3, 88, 99, 3, 0
O=[N+]([O-])c1ccccc1/C=N/n1c(COc2ccccc2)n[nH]c1=S
  1.2, 1.6, -11, -4, 19, 0.2, 109, 113, -14, -7
CCc1ccc2c(c1)C(NC(C)=O)C(=O)N2CC (stereo not drawn)
  1.1, 0.0, -2, 0, -5, -0.1, 107, 99, 1, -2
Cc1ccc(/C=N/NC(=O)CSCc2ccc(Cl)cc2)cc1
  1, -8.1, 5, -5, 1, -0.2, 102, 97, 4, 0
O=C(CCn1cccc1)Nc1ccccc1F
  0.99, -1.0, -1, 8, -21, 0.3, 101, 98, 2, 1
O=C(c1cc([N+](=O)[O-])cc([N+](=O)[O-])c1)N(c1ccccn1)c1ccccn1
  1, -0.1, -5, -4, 0, -0.3, 100, 99, 1, -8
C=CCn1cc([N+](=O)[O-])nc1C
  0.94, -0.1, -5, -11, -6, -0.2, 102, 101, -1, -7
CCn1nnnc1SCC(=O)Nc1ccc(OC)cc1
  1.7, 0.8, 7, 1, 9, 0.5, 97, 108, -9, 1
CCOc1cc(C(=O)N(C)c2ccccc2)cc(OCC)c1OCC
  1.1, -0.5, -4, -4, 7, 0.2, 105, 104, -5, -8
CCN(CC)S(=O)(=O)c1ccc(Cl)c(NC(=O)c2ccccc2C)c1
  1.2, 2.7, 4, -1, 14, -0.2, 105, 108, -9, 0
O=C(c1ccc2snnc2c1)N1CCCCC1
  1.1, -0.2, 3, -13, 8, -0.1, 98, 100, 0, -6
Cc1coc2c(O)cc3c(c12)OC1(N2CCCCC2)C(=O)NCCCC31 (stereo not drawn)
  0.87, 3.9, -5, 5, -15, -0.5, 113, 111, -12, -3
CC1=C(C(=O)N2CCOCC2)C(c2ccccc2F)C2=C(CC(C)(C)CC2=O)N1 (stereo not drawn)
  1.2, -0.6, 18, -4, 11, -0.4, 91, 101, -1, -1
Cc1cc2nc(C(F)(F)F)[nH]c(=O)n2n1
  1.2, 0.0, 7, 2, 5, -0.1, 100, 111, -12, 1
O=C(NCc1cccs1)c1cnn2cccnc12
  1.5, 0.3, -1, -10, -2, -0.2, 104, 107, -7, -3
CCOC(=O)c1ccc(-c2ccc(/C=N/NC(=O)CN(c3ccccc3Cl)S(C)(=O)=O)o2)cc1
  1.4, -0.5, -7, 5, 80, -0.3, 106, 106, -6, -3
COc1ccc(-c2nnc(SCC(=O)Nc3cc(C)on3)n2N)cc1OC
  0.97, 2.5, 7, -5, 4, -0.2, 102, 109, -10, -7
O=C1CC(c2cccs2)c2cc3c(cc2N1)OCCO3 (stereo not drawn)
  1.2, -1.8, 2, 4, 22, -0.3, 102, 101, -1, 0
CCS(=O)(=O)N1CCC(C(=O)Nc2cc(Cl)ccc2O)CC1
  1, -0.2, 4, 13, -5, -0.3, 100, 100, 0, 3
CCN1CCN(C(=O)c2ccc3c(c2)S(=O)(=O)c2ccccc2C3=O)CC1
  1.9, -2.2, -6, -10, 5, -0.4, 104, 104, -4, -4
Cc1ccc(-n2c(O)c(C=Nc3ccccc3-c3n[nH]c(=S)[nH]c3=O)c3ccccc3c2=O)cc1C
  0.79, -1.5, 21, 7, -15, 0.0, 85, 81, 20, -1
O=C(Cn1c(=O)c(=O)n(Cc2ccccc2)c2ccc(Cl)cc21)Nc1ccc(F)cc1F
  ., -0.5, 4, -13, 26, -0.2, 101, 107, -10, -3
CCOC(=O)/C(C(N)=NCCCO)=C(/O)c1ccccc1
  1.1, 3.2, 2, 3, 6, 0.4, 102, 98, 2, -2
CC1(C)OC(=O)C(=CNc2ccc(F)cc2)C(=O)O1
  1.5, 0.3, 5, 2, 16, -0.5, 99, 104, -4, -11
COc1ccc(-c2ccc(-c3noc(-c4cccs4)n3)c(OC)n2)cc1
  1.2, -1.8, 10, 4, 9, -0.3, 94, 116, -18, -3
COc1ccc(CN2CN(C3CCCC3)CSC2=S)cc1
  1.1, -0.1, 3, 7, 1, 0.1, 104, 88, 12, -3

Screens (PubChem)
